TcdB GH inh = TcdB glycohydrolase inhibition | inhibition, % at 9.99 µM | AID 652162 | TcdB glycohydrolase enzymatic assay, plate reader | P18177 | 350,000 tested, 0.24% active; in the data active means inhibition above about 10%
PfHsp40 rescue = restores yeast growth despite PfHsp40 toxicity; growth rescue, % at 12.5 µM; S. cerevisiae expressing PfHsp40, growth rescue, ATP luminescence; 340,000 tested, 0.68% active; in the data active means growth rescue above about 28%, passing the limit was not always enough;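 further: yeast W303a lacking pdr1 and pdr3 grown in galactose medium; growth measured after three days at 30 °C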
DUSP3 inh = blocks human VHR1 dual specificity phosphatase; P51452; recombinant VHR phosphatase, pNPP absorbance; inhibition, % at 13.3 µM; 290,000 tested, 0.52% active; AID 1654; in the data active means inhibition above about 50%; further: some compounds called inactive have numbers as strong as hits
Target sequence (P51452 whole entry, looked up): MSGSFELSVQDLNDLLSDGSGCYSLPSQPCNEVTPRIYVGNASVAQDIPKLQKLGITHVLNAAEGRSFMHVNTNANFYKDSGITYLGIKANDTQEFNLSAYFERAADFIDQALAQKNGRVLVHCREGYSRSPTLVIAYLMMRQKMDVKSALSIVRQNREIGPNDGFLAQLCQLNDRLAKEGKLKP
3CLpro inhibitor = SARS-CoV 3CLpro protease inhibition; P0C6X7; recombinant SARS-CoV 3CLpro, quenched FRET peptide cleavage; inhibition, % at 6 µM; 290,000 tested, 0.14% active; AID 1706; in the data active means inhibition above about 12%
Vc quorum ag = induces V. cholerae light production without autoinducers; activation, % at 18.7 µM; 350,000 tested, 0.16% active; V. cholerae BH1578 lux reporter, luminescence, 6 h; in the data active means activation mostly above about 9.7%, no sharp cut-off; further: not every result past the cut was called active; inactives centre near 0; reference of the scale not given here
BoNT-A LC inh2 = blocks Botulinum neurotoxin A light chain protease. inhibition, % at 10 µM. 360,000 tested, 0.17% active. AID 588499. multiplex microsphere protease substrate cleavage, flow cytometry; further: plate controls were buffer without enzyme for full effect and enzyme alone for no effect
PriA SSB inh = K. pneumoniae PriA-SSBct interaction inhibition. AlphaScreen SSBct-PriA binding, biotinylated peptide. inhibition, % at 33 µM. 430,000 tested, 0.6% active. AID 1272365; in the data active means inhibition mostly above about 37%, no sharp cut-off; inactive means mostly below about 20%;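 further: plate controls were negative control peptide for no effect and reference peptide for full effect; strong numbers were not always called active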
Anthrax LF inh2 = anthrax lethal factor protease inhibition; 360,000 tested, 0.12% active; multiplex microsphere protease cleavage assay, LF; inhibition, % at 10 µM; P15917; further: plate controls were buffer without enzyme for full effect and enzyme alone for no effect
Target sequence (P15917 whole entry, looked up): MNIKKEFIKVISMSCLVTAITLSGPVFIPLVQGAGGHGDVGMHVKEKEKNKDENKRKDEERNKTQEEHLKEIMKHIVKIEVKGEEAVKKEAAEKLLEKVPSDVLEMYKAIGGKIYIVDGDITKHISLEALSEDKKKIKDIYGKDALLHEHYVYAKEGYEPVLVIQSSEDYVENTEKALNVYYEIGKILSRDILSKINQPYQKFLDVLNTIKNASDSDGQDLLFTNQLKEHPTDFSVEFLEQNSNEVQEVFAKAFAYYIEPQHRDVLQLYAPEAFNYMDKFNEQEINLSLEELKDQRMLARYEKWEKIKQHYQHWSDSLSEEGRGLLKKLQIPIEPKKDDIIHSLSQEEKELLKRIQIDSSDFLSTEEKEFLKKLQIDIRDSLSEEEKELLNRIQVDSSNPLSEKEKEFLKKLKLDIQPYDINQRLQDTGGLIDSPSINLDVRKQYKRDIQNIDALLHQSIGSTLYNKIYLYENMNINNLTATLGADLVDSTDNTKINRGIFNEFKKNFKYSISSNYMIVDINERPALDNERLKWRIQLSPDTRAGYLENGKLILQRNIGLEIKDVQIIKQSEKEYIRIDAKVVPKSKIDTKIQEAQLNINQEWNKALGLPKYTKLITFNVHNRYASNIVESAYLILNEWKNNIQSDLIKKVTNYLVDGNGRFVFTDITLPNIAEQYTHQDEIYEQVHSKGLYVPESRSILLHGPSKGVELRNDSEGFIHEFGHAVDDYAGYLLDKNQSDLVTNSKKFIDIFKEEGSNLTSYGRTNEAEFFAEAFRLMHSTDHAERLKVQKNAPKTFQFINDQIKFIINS
Y pestis TopoI = blocks Yersinia pestis topoisomerase I activity; AID 504884; activity, % at 10 µM; Y. pestis Topo-I cleavage product accumulation, plate reader; 360,000 tested, 0.064% active; in the data active means activity above about 50%, passing the limit was not always enough; further: inactives centre near 2
CCHFV vOTU inh = blocks the CCHF virus ovarian tumor domain protease. CCHFV vOTU protease, Pep-AMC fluorescence. inhibition, % at 11.5 µM. 370,000 tested, 0.55% active. AID 651958; in the data active means inhibition above about 30%; further: 0% = vehicle wells with enzyme and 100% = no enzyme wells
* hit, by the source's call; i = inactive; . = no result given; & = joins results of further samples. Unless noted, no stated cut-off is given here; in the data, active means inhibition above about 30%; inconclusive means no clear call, values can overlap the other calls; inactive means below that. Some of the compounds tested (hit frequency here may not be typical).

compound	CCHFV vOTU inh	PriA SSB inh	PfHsp40 rescue	DUSP3 inh	Anthrax LF inh2	Vc quorum ag	TcdB GH inh	BoNT-A LC inh2	3CLpro inhibitor	Y pestis TopoI
CCN(C(=O)C(C)OC(=O)CCCNC(=O)c1ccc(Cl)cc1)c1ccccc1 (stereo unspecified)	2.9	-0.2	0.1	.	-0.4	i	1.8	6.2	.	9.9
CC(=O)c1cccc(NC(=O)NC2CCCCC2)c1	.	-15.7	0.6	-13.1	0.4	-0.4	0.9	-0.1	4.7	0.6
CCN(CC(=O)Nc1c(F)cccc1F)C(=O)C1CCN(S(=O)(=O)c2ccc(F)cc2)CC1	-7.5	-4.6	-0.8	.	-3.0	i	1.0	-0.3	.	-2.4
CC(C)(C)NC(=O)CCN(/N=C/c1ccccc1)C1=NS(=O)(=O)c2ccccc21	19.3	.	1.7	-5.3	-2.9	-2.3	1.4	-1.0	-4.1	-0.7
CS(=O)(=O)c1cccc(-c2ccc3nncn3c2)c1	8.6	.	.	.	-7.5	-0.5	0.5	0.0	.	1.4
CCCCN(CC)C(=O)Cc1ccc(Br)cc1	13.1	-5.4	-0.2	-10.0	-2.6	i	-0.1	0.4	-4.1	4.9
COCCNc1nc(N)c([N+](=O)[O-])c(NCC2CCCO2)n1 (stereo unspecified)	11.1	-4.9	-0.4	-7.4	-1.8	i	.	-0.5	8.6	5.0
CC1(CCC(=O)N2CCCC(Nc3ccc(F)cc3)C2)CC1 (stereo unspecified)	7.4	5.3	-0.7	10.1	.	i	0.8	.	4.4	6.9
CCN(CC)S(=O)(=O)c1ccc(O)c(C(=O)OCC(=O)NC2CCCC2)c1	4.5	2.4	-0.2	18.2	-7.7	-8.3	0.9	-2.3	3.7	-6.8
COc1ccccc1NC(=O)NNC(=O)c1ccncc1	-5.1	-7.8	0.1	.	-0.9	i	-0.4	-0.5	.	2.1
Cc1ncc(CO)c(CNc2ccc(Oc3ccccc3)cc2)c1O	-3.6	8.4	-0.2	-15.2	-13.4	-0.4	-4.9	-1.4	0.3	6.1
Cc1nn(-c2nnc(C)c(=O)[nH]2)c(C)c1SCC(=O)Nc1ccc(F)cc1	1.6	1.1	0.7	24.4	1.4	.	-0.2	-0.3	-2.7	5.0
CCCCC1(C)OC(=O)C(=Cc2ccc(N(CC)CC)cc2)C(=O)O1 (stereo unspecified)	23.2	-4.4	-2.3	20.2	3.2	-0.2	.	2.2	3.3	43.8
Cc1ccc(-n2c(SCc3ccc(C#N)cc3)nnc2-c2ccccn2)cc1	-9.9	16.7	0.9	10.5	-4.0	i	.	-0.6	-1.7	32.4
COc1ccc2cc(CCNC(=O)c3ccc(S(=O)(=O)N4CCCC4)cc3)c(=O)[nH]c2c1	25.1	6.0&9.0	-0.3	-22.9	-1.3	-0.4	-0.7	-3.6	1.2	13.5
Cc1cccc(C(=O)OCC(=O)Nc2ccc(F)cc2)c1	18.1	-8.1	0.2	8.0	-1.8	0.1	-4.9	1.1	4.0	-9.6
Cc1nc2ncnn2c(C)c1Cc1ccccc1Cl	7.0	-7.6	0.2	25.0	-3.4	-0.2	0.1	-0.2	-1.2	-0.1
COc1ccc(NC(=O)N2CCCC(CCC(=O)N(C)CCc3ccccn3)C2)cc1 (stereo unspecified)	-5.4	-13.0	0.0	17.3	-0.6	-0.6	0.7	-0.6	0.7	4.9
O=C(Nc1c(-c2ccccc2)nc2ccccn12)c1cccc(F)c1	-6.0	-6.1	-0.1	24.0	-15.8	0.5	-0.9	-0.7	-6.2	-7.7
O=C(COC(=O)/C=C/c1ccc(C(F)(F)F)cc1)NC1CCS(=O)(=O)C1 (stereo unspecified)	-7.4	-6.8	-0.7	.	.	-0.2	0.6	.	.	-1.1
CCCN1CCc2c(sc(NC(=O)c3ccc(S(=O)(=O)N(C)c4ccccc4)cc3)c2C(=O)NC)C1	15.2	-20.0&-0.7	1.1	7.7	2.7	-0.6	-0.7	0.3	-7.3	12.3
Cc1ccc(-c2nc3ccccn3c2NCc2ccc3c(c2)OCO3)cc1	-20.9	45.0*	-1.8	-2.0	-14.4	3.2	.	-3.6	2.6	25.9
COC(=O)c1cccc(C23CC4(C2)[C@H](CN(Cc2ccc(C(F)(F)F)cc2)[C@@H]4c2ccccc2)C3c2ccc(Cl)nc2)c1 (stereo partly specified)	1.9	-4.7	0.9	-0.3	4.5	i	0.0	0.4	.	-4.6
COc1cc(-c2cc(C(=O)O)c3c(OC)c(OC)c(OC)cc3n2)ccc1O	2.0	-0.5	-0.6	30.7	0.7	-0.6	.	0.5	1.9	-0.1
O=C1OC[C@@H]2CCCN2C(=O)[C@@H](CC(=O)N(CCO)Cc2ccccc2)C/C=C\C[C@@H]1Cc1ccc(F)cc1	8.8	.	-0.6	.	-6.0	i	0.9	0.1	.	24.6
Cn1cnnc1SCCn1c(N2CCCCC2)nc2c1c(=O)[nH]c(=O)n2C	-4.0	-3.6	0.5	31.8	-4.0	1.2	.	-0.1	4.4	-5.5
CCOC(=O)N1CCN(C(=O)c2ccc(-n3c(=S)[nH]c4ccccc4c3=O)cc2)CC1	0.9	-11.9	0.2	13.6	-2.3	-11.1	.	-0.4	-4.2	4.8
Cc1ccc(C(=O)O)cc1NC(=S)NC(=O)C(c1ccccc1)c1ccccc1	11.7	8.1	-0.2	8.1	-1.3	1.3	.	-0.4	-0.4	-4.5
Cc1nn(Cc2ccccc2)c2c1C(c1ccccc1)C(C#N)=C(N)O2 (stereo unspecified)	3.1	-20.4	-0.3	8.9	0.8	-14.8	.	-0.3	5.7	-2.1
CC1(C)C2CCC1(C)C(SC(=N)N)C2 (stereo unspecified)	-1.6	-15.7	-1.3	.	-10.0	.	1.7	0.6	.	0.3

Overlap with the part before: two entries, followed by the next part.
compound	CCHFV vOTU inh	PriA SSB inh	PfHsp40 rescue	DUSP3 inh	Anthrax LF inh2	Vc quorum ag	TcdB GH inh	BoNT-A LC inh2	3CLpro inhibitor	Y pestis TopoI
Cc1nn(Cc2ccccc2)c2c1C(c1ccccc1)C(C#N)=C(N)O2 (stereo unspecified)	3.1	-20.4	-0.3	8.9	0.8	-14.8	.	-0.3	5.7	-2.1
CC1(C)C2CCC1(C)C(SC(=N)N)C2 (stereo unspecified)	-1.6	-15.7	-1.3	.	-10.0	.	1.7	0.6	.	0.3
O=[N+]([O-])c1nn(-c2ccc(Cl)cc2)n(O)c1=NCc1ccccc1Cl	4.5	9.8	5.5	-15.9	.	0.4	2.1	.	6.7	-4.6
Cc1cccc(OCC(=O)Nc2ccc3c(c2)nc(CCN2CCN(C)CC2)n3C)c1	-12.8	-17.3	-1.3	8.1	3.3	-0.3	.	0.2	-6.1	-3.7
CCC(C)C(NS(=O)(=O)c1ccc(C)cc1)C(=O)N1CCOCCOCCOCC1 (stereo unspecified)	3.3	-1.1	-0.5	18.5	-17.9	0.3	-0.8	-6.4	-4.0	-3.4
O=C(CSc1nnc(NC(=O)C2CC(=O)N(c3ccccc3)C2)s1)NCc1ccco1 (stereo unspecified)	12.4	-0.1	1.3	10.5	-3.8	-1.3	0.7	-4.7	0.2	10.3
O=C(CC1C(=O)NCCN1Cc1ccc(-c2ccccc2)cc1)NCC1CCOCC1 (stereo unspecified)	4.3	-6.4	18.5	21.7	-3.9	-0.7	-1.0	-0.6	0.3	20.7
Cc1c(NC(=O)c2cc3ccccc3o2)c(=O)n(-c2ccccc2)n1C	-10.4	4.5	3.0	26.3	1.5	-1.5	.	0.9	0.8	-5.8
CCN(CC(O)Cn1c2ccccc2c2ccccc21)S(=O)(=O)c1ccc(F)cc1 (stereo unspecified)	5.3	-14.1	0.3	12.5	-7.4	-0.2	.	-1.4	5.7	15.4
Cc1ccc(C)c(Cn2nnc3c(=O)[nH]c(C4CCCN(C(=O)c5ccco5)C4)nc32)c1 (stereo unspecified)	1.6	-3.9	0.3	-40.5	-11.9	i	1.2	0.0	1.3	18.4
CCn1c(SCc2ccc(Cl)cc2Cl)nc2nc3c(cc2c1=O)CCCC3	-7.5	-12.6	-0.4	19.7	0.9	i	.	1.8	3.3	6.8
Nn1c(COc2cccc(Br)c2)nnc1SCC(=O)N1CCc2ccccc2C1	10.7	-2.4	0.6	5.9	-0.8	-0.3	.	-0.3	1.0	29.9
O=C(OCC(=O)N1CCCCCC1)c1ccc(F)cc1F	10.3	-13.0	-0.4	.	6.8	i	0.4	0.6	.	5.1
CC1CCCCC12NC(=O)N(CC(=O)N1CCN(c3ncccn3)CC1)C2=O (stereo unspecified)	9.0	-10.0	-0.3	.	5.1	-5.0	-3.0	-0.1	.	-0.8
COc1ccc(CC(=O)NNC(=O)COc2ccc(Br)cc2C)cc1OC	13.4	-3.1	-0.3	-17.2	-0.2	0.6	.	-0.9	3.0	5.9
O=C1/C(=C/c2cccc(F)c2)SC(=S)N1NS(=O)(=O)c1ccccc1	14.8	-12.7	2.2	-9.5	-11.2	-2.2	0.7	-5.4	5.7	16.2
COc1ccc(Cl)cc1NC(=O)c1nc2nc(C)cc(C(F)F)n2n1	-0.2	-10.7	-1.1	20.8	-3.6	-0.3	0.1	0.2	-1.6	-4.5
Cc1ccc(S(=O)(=O)N2CCCC(C(=O)NCc3ccco3)C2)cc1Cl (stereo unspecified)	-11.4	3.7	5.2	39.7	0.1	0.8	.	11.2	4.0	0.3
Nc1ncc(Br)cc1S(=O)(=O)NCCC(=O)NC1CCCCC1	11.4	-14.4	-0.5	-14.4	-0.9	-3.1	0.3	-0.2	-7.0	-0.6
O=C(c1cnn(-c2cccc(F)c2)c1)c1ccccc1O	-8.2	-3.2	1.9	.	-13.4	i	1.1	0.3	0.3	5.5
CC(CCc1ccccc1)NC(=O)c1ccco1 (stereo unspecified)	0.8	-30.2	0.3	4.3	1.6	.	.	-1.8	-3.4	0.5
CC1=C(C(=O)N2CCOCC2)CC(CC(=O)NCc2cccs2)C(=O)N1CCCN1CCCC1=O (stereo unspecified)	8.2	.	.	.	-10.4	.	-0.6	-0.7	.	.
Cc1cccc(C)c1NC(=O)Cn1nnc(C(=O)Nc2ccc(F)cc2F)c1N	4.8	-8.2	-1.6	-7.2	-1.7	-0.4	0.6	1.6	-2.2	12.2
CN1C(=O)c2ccccc2C(C(=O)O)C1c1cccc([N+](=O)[O-])c1 (stereo unspecified)	4.6	-9.1	1.4	11.6	2.3	-1.0	0.3	-0.4	2.4	7.1
O=C(N/N=C/C=C/c1ccc([N+](=O)[O-])cc1)C1COc2ccccc2O1 (stereo unspecified)	20.1	.	3.8	28.2	-0.2	-1.9	0.4	3.5	0.9	5.1
CCOC(=O)c1nn(-c2ccccc2)c(C)c1C(C)=O	3.8	-34.3	-1.0	-17.1	-1.4	i	.	-0.9	-2.4	6.7
Cc1cc(Cl)ccc1C(O)c1ncc(-c2ccccc2Cl)[nH]1 (stereo unspecified)	1.3	.	.	.	-11.0	-4.5	2.0	-0.2	.	0.3
O=C(NC1CCCCC1)C1CC(=O)N(c2ccccc2)C1 (stereo unspecified)	-2.8	2.5	-0.4	7.4	12.0	-0.3	0.1	-0.7	-6.2	7.3
O=C(O)/C=C/C(=O)NCCc1ccccc1	0.6	-19.0	-2.2	5.5	1.9	-0.1	-6.8	-0.2	-1.0	-15.3
CCN(CC(=O)NNC(=O)c1ccccc1)Cc1ccc(OC)c(F)c1	0.5	-9.3	-0.6	.	-2.0	-2.0	-1.9	-0.5	.	-4.0
COc1cccc(/C=N/NC(=O)CCCC(=O)NC2CCCCC2)c1	7.3	.	1.3	1.2	-4.7	-0.7	.	-0.4	0.0	0.6
O=c1[nH]c(=S)[nH]c2scc(-c3ccc(Br)cc3)c12	5.8	2.0	3.8	.	0.7	-0.2	1.4	-5.2	.	1.9

Screens (PubChem BioAssay)
